GPR55 activation: GPR55 agonists via beta-arrestin recruitment, primary screen, imaging, U2OS cells, beta-arrestin-GFP redistribution (AID 1961) | U2OS GPR55 beta-arrestin-GFP redistribution imaging; higher % means a stronger effect | 290,000 compounds, 0.048% hits | activation, % at 10 µM, or EC50 in µM where a hit was titrated;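 active = activation above 40% with more than 50 cells counted in the well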;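 note: U2OS osteosarcoma cells stably expressing GPR55 and beta-arrestin-GFP; plate controls were DMSO negative control for no effect and LPI positive control for full effect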
GPR55 LPI antagonism: inhibition of LPI-stimulated GPR55 beta-arrestin translocation – imaging, U2OS, beta-arrestin-GFP, LPI agonist, primary screen (AID 2013). U2OS GPR55 beta-arrestin-GFP translocation imaging, LPI antagonism; higher % means a stronger effect. inhibition, % at 10 µM; hits with a dose series show IC50 in µM. 290,000 compounds, 0.13% hits;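 active = spots per cell inhibited over 60%, with over 100 cells counted and total cytoplasm intensity under 500,000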;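 note: U2OS cells stably carrying GPR55 and arrestin-GFP stimulated by 5 µM LPI near EC80; imaged beta-arrestin-GFP aggregate spots per cell after agonist stimulation; plate controls were LPI-stimulated DMSO wells for no effect and DMSO wells without LPI for full effect; some results filed as inactive read as strong as hits; confirmed hits need IC50 under 10 µM and bright autofluorescent wells are also inconclusive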
KOR beta-arrestin-1: KOR agonists, beta-arrestin recruitment, primary screen, cell-based, luminescence, uHTS (AID 1777); one-dose activation, % at 10 µM; EC50 in µM for titrated hits; KOR beta-arrestin recruitment, luminescence; higher % means a stronger effect; 280,000 compounds, 0.02% hits; in the data active = activation above about 50%, passing the limit was not always enough; note: a part of the inactive calls stands beside numbers as strong as those of hits
Myeloid diff 2: promotes myeloid progenitor differentiation | ER-HoxA9 myeloid progenitors, lysozyme-GFP differentiation, flow cytometry | calls only at 10 µM | 360,000 compounds, 1% hits;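 active = normalized GFP-positive differentiation at or above the plate's own cutoff, the solvent-only control mean plus 3 SD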;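 note: cells exposed to compound for four days before flow analysis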
T cell modulator: T cell immune modulators affecting CD8 T cell-vesicle binding; 330,000 compounds, 0.068% hits; 2C CD8+ T cell-vesicle binding, flow cytometry; hits give low values; AID 2052; calls only at 7 µM;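 active = response, share of CD8 T cells binding vesicles, and their 90th percentile fluorescence all below set limits, cut at about 80% in these data, passing the limit was not always enough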
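Read-out – percent CD8+ FL2 mean versus row control · System – murine 2C transgenic CD8+ T lymphocytes · Times – 1.5 h cell–vesicle binding at 37 °C, then 20 min icy labelling · Control set – naked vesicles low, QL9 vesicles with vehicle high · Detection – cytometric PE anti-B7-1 and Alexa647 anti-CD8 signals after 1% paraformaldehyde fixation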
HEK293 NOD2/NF-kB: NOD2 signaling inhibitors, cell-based, luminescence, uHTS, HEK293 (AID 1566); inhibition, % at 4 µM, or EC50 in µM where a hit was titrated; HEK293 NOD2/NF-kB luciferase reporter, luminescence; higher % means a stronger effect; 290,000 compounds, 0.63% hits; note: many of its hits are not listed in these tables
NOD1 inhibition: NOD1 signaling inhibitors, primary screen, cell-based, luminescence, uHTS (AID 1578); NOD1-driven NF-kB luciferase reporter cells, luminescence; higher % means a stronger effect; inhibition, % at 4 µM, or EC50 in µM where a hit was titrated; 290,000 compounds, 1% hits; in the data active = inhibition mostly above about 36%, no sharp cut-off; inactive = mostly below about 34%;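 note: HEK-293T reporter cells stimulated with the NOD1 agonist gamma-tri-DAP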
NTR1 ag: agonists of NTR1, primary screen, imaging, U2OS cells, beta-arrestin-GFP, high content (AID 493036); P30989; NTR1-U2OS beta-arrestin-GFP spot imaging, agonist mode; activation, % at 20 µM; 330,000 compounds, 0.17% hits;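 active = activation at or above 40% of the spot to cytoplasm intensity ratio, with at least 20 cells analyzed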;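 note: 0% = DMSO without peptide and 100% = 100 nM NTR1 peptide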
Target sequence (P30989 whole entry, looked up): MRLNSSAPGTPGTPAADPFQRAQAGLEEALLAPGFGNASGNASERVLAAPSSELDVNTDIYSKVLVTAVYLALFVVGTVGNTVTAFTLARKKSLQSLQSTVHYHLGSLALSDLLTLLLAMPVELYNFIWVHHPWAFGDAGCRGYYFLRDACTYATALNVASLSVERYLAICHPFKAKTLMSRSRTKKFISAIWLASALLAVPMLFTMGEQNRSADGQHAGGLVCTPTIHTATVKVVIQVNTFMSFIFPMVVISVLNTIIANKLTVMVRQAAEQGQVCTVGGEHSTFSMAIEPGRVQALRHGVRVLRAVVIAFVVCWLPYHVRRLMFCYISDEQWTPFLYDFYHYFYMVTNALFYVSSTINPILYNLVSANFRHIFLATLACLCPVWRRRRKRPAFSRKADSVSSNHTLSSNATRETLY
KOR beta-arrestin-2: kappa opioid receptor blockers – cell-based, luminescence, uHTS (AID 1778) | 290,000 compounds, 0.091% hits | inhibition, % at 10 µM; hits with a dose series show IC50 in µM | KOR beta-arrestin recruitment, luminescence, antagonist mode; higher % means a stronger effect; note: strong numbers were not always called active
T cell modulator vesicle-bound %: second read-out of T cell modulator, no call of its own (marks repeat the call); double positive events, %; measured here: CD8+ vesicle-bound cell fraction;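 binding gate set so that unloaded-vesicle control wells show 10% double positive cells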
NTR1 ag cell count 20 µM: recorded beside NTR1 ag, whose call it bears; cell count; measured here: cell count, cytotoxicity flag
Myeloid diff 2 GFP+ MAC1+ %: further read-out of Myeloid diff 2, marked with its call; GFP+ MAC1+ double positive, %; measured here: differentiation confirmed by MAC1 staining
The depositor's hits bear a star; i = inactive; . = not tested or not shown; [ ] = dose if it differs, or a comment. Cut-off read from the data, not from the text of the source, unless noted: active = inhibition above about 50%; inactive = the rest.

SMILES	GPR55 activation	GPR55 LPI antagonism	KOR beta-arrestin-1	Myeloid diff 2	Myeloid diff 2 GFP+ MAC1+ %	T cell modulator	T cell modulator vesicle-bound %	HEK293 NOD2/NF-kB	NOD1 inhibition	NTR1 ag	NTR1 ag cell count 20 µM	KOR beta-arrestin-2
O=c1[nH]c2ccccc2c(O)c1Cc1ccccc1	0.2%	10.9%	.	i	0.2	i	54.3	4.2%	-27.0%	-1.4	37	-23.1%[20 µM]
O=C(CCNC(=O)Cn1ccc2ccccc2c1=O)NCc1ccccn1	-0.6%	0.5%	-2.4%	i	0.3	i	35.3	2.4%	-29.1%	1.4	82	-9.5%
Cc1ccn2c(C(=O)c3ccc(Cl)cc3)cnc2c1	-0.1%	-6.0%	-19.4%	i	0.8	i	23.4	-279.4%	-71.5%	-3.5	48	56.1%
CC1=NN(C(N)=S)C(=O)C1N=Nc1c(C)cc(C)cc1C (configuration not stated)	0.1%	-0.3%	5.4%	i	0.9	i	35.4	-23.8%	-24.1%	4.1	59	-1.1%
O=C(N/N=C/c1ccoc1)c1ccc(Cl)cc1	0.0%	-0.3%	-1.0%	i	0.8	i	56.2	-6.0%	-40.3%	-0.7	39	11.6%
Cc1cccc(-n2c(SCc3cc(=O)n4ccsc4n3)nc3ccccc3c2=O)c1	-0.2%	-8.2%	-2.2%	i	0.3	i	50.6	33.3%	5.3%	7.5	37	13.8%
COC(=O)c1ccc(CC(=O)c2ccc(O)cc2O)o1	-0.1%	1.1%	0.2%	i	0.8	i	25.3	43.8%	27.2%	0.6	48	24.2%
Cc1cccn2c(=O)c(/C=N/O)c(N3CCCC3)nc12	-0.1%	-4.9%	2.1%	i	1.3	i	14.0	15.4%	9.2%	0.4	98	12.7%
Nc1nonc1-n1nnc(C(=O)N/N=C/C=C/c2ccccc2)c1CSC1=NCCS1	-0.1%	-23.3%	-1.8%	i	0.2	i	22.7	-37.9%	3.6%	6.4	48	-4.9%
CC1CCCN1CC#CC(O)(c1ccccc1)c1ccccc1 (configuration not stated)	-0.1%	4.3%	1.1%	i	0.3	i	31.2	6.2%	0.2%	-1.4	43	-10.8%
CCOC(=O)c1ccc(NC(=O)Cc2cccs2)cc1	-0.3%	3.0%	0.3%	i	0.6	i	58.7	-37.6%	-60.5%	0.2	69	-33.8%
Cc1ccc(NC(N)=S)cc1	0.2%	0.3%	-2.1%	i	1.0	i	17.2	-4.0%	1.7%	-1.1	64	21.3%
Cc1cc(C(=O)Cn2nnc3ccccc3c2=O)c(C)n1-c1c(C)n(C)n(-c2ccccc2)c1=O	-0.2%	3.4%	-2.2%	i	2.2	i	29.4	10.7%	-6.3%	1.0	50	13.1%
O=C(/C=C/c1ccc(Cl)cc1)NCCCn1ccnc1	0.9%	9.6%	-2.6%	i	0.5	i	26.2	-14.4%	-3.2%	0.0	57	23.3%
S=C(Nc1ccc(Br)cc1Cl)NC1CCN(Cc2ccccc2)CC1	-0.1%	15.5%	1.9%	i	0.4	i	44.7	-4.8%	8.4%	2.5	52	10.9%
COc1cc(CN2CCCN(C)CC2)c([N+](=O)[O-])cc1OC	-0.2%	-4.3%	-2.7%	i	1.0	i	47.8	14.4%	-7.2%	0.0	58	-15.0%[20 µM]
CC(=O)Nc1cccc(NC(=O)COc2ccc3c(c2)OCO3)c1	-0.1%	5.8%	6.7%	i	1.4	i	19.7	-0.5%	-18.1%	0.8	52	-57.0%
COc1ccc(OC)c(CN2CCN(C(=O)c3cc(S(=O)(=O)Nc4ccccc4OC)ccc3C)CC2)c1	-0.1%	15.3%	-1.2%	i	0.5	i	19.7	-1.8%	-31.4%	0.5	75	-13.4%
CCO[C@@H]1OC(C(=O)N2CCCCCCC2)=C[C@H](C2CCCCC2)[C@H]1CCCO	0.1%	7.5%	1.6%	i	2.7	i	17.7	-3.6%	-10.1%	6.5	100	24.7%
Cc1cc(NC(=O)c2cccc([N+](=O)[O-])c2)n(-c2ccccc2)n1	0.6%	-1.5%	1.3%	i	0.7	i	27.1	-3.6%	-5.0%	0.3	29	6.7%
Cc1nnc(SCc2ccc(Cl)cc2Cl)[nH]c1=O	0.8%	4.3%	-0.4%	i	1.7	i	7.5	-17.9%	-23.1%	-0.2	79	-13.4%
CC1CCCN(C(=O)Cn2c(=O)oc3cc(S(=O)(=O)N4CCCCC4)ccc32)C1 (configuration not stated)	0.3%	3.1%	2.9%	i	1.5	i	34.1	3.5%	2.1%	0.6	53	-22.8%[20 µM]
COCCSc1nnc(-c2cccc(C#N)c2)n1C	-0.1%	11.3%	-0.7%	i	6.3	i	8.4	6.0%	-4.5%	0.0	84	13.4%
CCn1c(=O)c(C(=O)CN(C)Cc2cccc(OC)c2OC)c(N)n(Cc2ccccc2)c1=O	0.5%	-1.5%	0.0%	i	0.4	i	34.4	13.5%	16.0%	-1.1	52	-7.3%
CC(NC(=O)c1noc2c1CCCCC2)c1ccccc1 (configuration not stated)	-0.1%	-4.3%	2.5%	i	1.3	i	24.7	-1.7%	-18.7%	-2.5	80	-38.3%
Next section.
SMILES	GPR55 activation	GPR55 LPI antagonism	KOR beta-arrestin-1	Myeloid diff 2	Myeloid diff 2 GFP+ MAC1+ %	T cell modulator	T cell modulator vesicle-bound %	HEK293 NOD2/NF-kB	NOD1 inhibition	NTR1 ag	NTR1 ag cell count 20 µM	KOR beta-arrestin-2
O=[N+]([O-])c1cccc2c(N3CCOCC3)ccnc12	-0.2%	7.5%	-9.2%	i	0.1	i	9.9	20.4%	-1.9%	0.4	50	-36.8%
Cc1cc(-c2n[nH]c(=S)n2/N=C/C=C/c2ccco2)n[nH]1	-0.1%	4.1%	0.4%	i	0.7	i	29.6	12.3%	-1.9%	0.9	53	16.8%
NC(=O)c1ccc(C(F)(F)F)n(Cc2ccc(Cl)cc2)c1=O	0.0%	16.6%	-3.0%	i	5.6	i	32.2	10.7%	24.3%	7.9	55	-15.3%
CCCCN1C(=O)C(O)(c2ccccc2)c2cc(Br)ccc21 (configuration not stated)	-0.1%	17.8%	-2.6%	.	.	i	45.6	7.2%	0.5%	2.0	126	17.3%
CC1(C)CC(Nc2ccc(Nc3ccccc3)cc2)CC(C)(C)N1	0.2%	12.4%	2.1%	i	0.0	i	11.6	29.4%	4.7%	.	.	33.4%
NC(=O)Cn1c(=O)n(CCC(=O)Nc2ccc(F)cc2)c(=O)c2sccc21	0.3%	4.5%	0.1%	i	2.4	i	43.2	22.3%	-25.7%	0.4	63	23.3%
Cc1cccc(N=C2NC(=O)/C(=C/c3cccn3C)S2)c1C	-0.1%	4.5%	-1.8%	i	0.6	i	10.0	-2.1%	-1.5%	1.7	41	11.6%
Cc1ccc(C(=O)NCCCn2ccnc2)o1	-0.3%	7.7%	1.6%	i	0.9	i	46.9	1.5%	-7.4%	-2.0	68	1.0%
CCN(CC(=O)NC(=O)NCc1ccccc1)Cc1ccccc1	-0.1%	8.9%	-0.3%	i	1.1	i	31.9	-3.9%	-30.7%	-0.5	48	-3.5%
CN(C)c1nc(OCCNC(=O)Nc2ccccc2)nc(N2CCCCC2)n1	0.4%	-5.8%	-2.8%	i	1.0	i	31.8	-17.4%	13.8%	1.7	50	4.1%
CN1c2ccccc2C(=O)C(=C2SCCCS2)S1(=O)=O	0.4%	-1.1%	1.2%	i	0.4	i	17.1	12.8%	0.2%	2.2	50	15.2%
CC(=O)Nc1nc(C)nc(-c2ccccc2)c1C(C)=O	0.2%	-2.8%	-2.2%	i	0.8	i	56.7	-4.2%	-30.5%	-1.7	58	21.8%
CC(=O)c1cccc(N(CC(=O)NCC2CCCO2)C(=O)CCC(=O)Nc2cc(C)on2)c1 (configuration not stated)	-0.2%	-3.4%	-0.9%	i	0.5	i	23.2	11.9%	7.8%	-0.9	50	29.1%
CCCCCOc1ccc(N2C(=O)CC(N(O)c3ccccc3)C2=O)cc1 (configuration not stated)	-0.1%	-3.7%	0.5%	.	.	i	62.8	-6.5%	-14.3%	1.9	79	-38.2%
COc1ccc(NC(=O)CCN2CCCCC2)cc1	-0.2%	-11.9%	3.5%	i	8.3	i	67.2	-0.2%	-15.6%	-0.8	60	20.8%
CCN(CC)CCN(C(=O)c1ccc2c(c1)CCCC2)c1nc2ccc(C)cc2s1	-0.2%	-4.9%	5.8%	i	0.5	i	55.4	8.8%	20.5%	4.4	60	-8.9%
N/C(=N\OC(=O)c1ccccc1F)c1ccc([N+](=O)[O-])cc1	-0.1%	0.4%	-5.1%	i	0.8	i	49.2	-11.3%	-1.8%	-1.0	81	13.3%
Cc1ccc2nsnc2c1S(=O)(=O)N1CCN(C(=O)C2CCCO2)CC1 (configuration not stated)	0.2%	0.2%	-1.1%	i	0.3	i	57.0	4.0%	-16.6%	-1.4	67	-18.0%
CN(C)/C=N/c1cc(=O)[nH]c(=O)n1CC1CC1	-0.3%	-5.7%	-4.4%	i	0.9	i	32.0	2.1%	-21.4%	0.2	44	11.4%
Cc1cccc(NC(=O)CCc2c(C)nn(-c3ccc(N4CCCCC4)nn3)c2C)c1	0.2%	-4.7%	-2.9%	i	4.3	i	8.9	-37.7%	-7.6%	-0.6	58	-23.1%
CN(c1cccc(NS(=O)(=O)c2cccs2)c1)S(C)(=O)=O	0.0%	0.0%	5.6%	i	0.6	i	2.6	2.1%	16.5%	-1.6	86	8.4%
Cn1cnnc1SC(C(=O)Nc1ccc(F)cc1)c1ccccc1 (configuration not stated)	-0.1%	9.4%	-9.7%	i	0.9	i	53.8	2.9%	-72.8%	0.2	29	12.4%
CCOc1ccc(/C=C(/NC(=O)c2ccccc2Cl)C(=O)O)cc1	0.2%	3.2%	1.0%	i	0.4	i	27.9	19.7%	-21.5%	0.2	43	-32.8%[20 µM]
Cc1ccc(-c2cc(-c3ccccc3)c(C#N)c(N)n2)o1	0.5%	5.1%	2.0%	i	1.9	i	4.2	15.0%	10.2%	2.5	102	-6.8%

An excerpt from above, showing only KOR beta-arrestin-2 and T cell modulator vesicle-bound %:
SMILES	KOR beta-arrestin-2	T cell modulator vesicle-bound %
Cc1cc(-c2n[nH]c(=S)n2/N=C/C=C/c2ccco2)n[nH]1	16.8%	29.6
Cc1cccc(NC(=O)CCc2c(C)nn(-c3ccc(N4CCCCC4)nn3)c2C)c1	-23.1%	8.9

An excerpt; rates above refer to the full screens.
